MPTP inh: inhibitors of mitochondrial permeability transition pore; isolated mouse mitochondria, Ca2+ swelling absorbance, 30 min; hit rate 1.4% among 360,000; inhibition, % at 10 µM;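 active = inhibition of 50% or more, scaled per plate between neutral and stimulator controls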;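 also: 0% = DMSO wells given calcium and 100% = 1 mM EGTA wells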
A3A deaminase: inhibitors of human APOBEC3A DNA deaminase; P31941; recombinant A3A, FAM/TAMRA ssDNA deamination fluorescence; inhibition, % at 20 µM; hit rate 0.41% among 330,000; AID 493011;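 active = at least 40% inhibition at 20 µM here, with at most 30% in a related deaminase screen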;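 also: plate controls were A3A with DMSO for no effect and wells lacking A3A enzyme for full effect; some results filed as inactive read as strong as hits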
hIAP block: blocks human intestinal alkaline phosphatase; P09923; purified IAP, CDP-Star luminescence, 30 min; inhibition, % at 10 µM; hit rate 0.12% among 330,000;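 active = inhibition reaching a set limit with compound at 10 µM in the primary screen, cut at about 35% in these data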;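 also: plate controls were DMSO wells with enzyme for no effect and no-enzyme buffer wells for full effect; values of inactives mirror those of a sister screen read the other way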
Target sequence (P09923 whole entry, looked up): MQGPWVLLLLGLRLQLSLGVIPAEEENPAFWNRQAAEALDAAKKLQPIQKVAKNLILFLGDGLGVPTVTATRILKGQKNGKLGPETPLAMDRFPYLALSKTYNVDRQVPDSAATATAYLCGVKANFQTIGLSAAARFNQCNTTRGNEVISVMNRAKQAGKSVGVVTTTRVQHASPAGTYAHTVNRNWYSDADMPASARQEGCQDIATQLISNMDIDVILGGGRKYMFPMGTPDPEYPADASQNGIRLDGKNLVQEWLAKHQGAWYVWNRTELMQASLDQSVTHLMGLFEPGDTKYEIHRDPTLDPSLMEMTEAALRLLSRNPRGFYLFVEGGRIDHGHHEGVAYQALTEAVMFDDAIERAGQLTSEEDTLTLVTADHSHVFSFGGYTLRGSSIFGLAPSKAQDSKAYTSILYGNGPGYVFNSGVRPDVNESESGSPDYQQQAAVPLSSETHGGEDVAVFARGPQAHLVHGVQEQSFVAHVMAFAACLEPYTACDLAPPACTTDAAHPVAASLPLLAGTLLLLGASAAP
A3G deaminase: APOBEC3G (human) deaminase inhibition | Q9HC16 | recombinant A3G, ssDNA deamination FAM/TAMRA fluorescence | inhibition, % at 20 µM | hit rate 0.28% among 330,000 | AID 493012;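 active = inhibition of at least 40% at 20 µM, with no more than 30% in the related APOBEC3A deaminase screen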;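 also: plate controls were DMSO wells with A3G for no effect and wells lacking A3G enzyme for full effect; some compounds called inactive have numbers as strong as hits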
Target sequence (Q9HC16 whole entry, looked up): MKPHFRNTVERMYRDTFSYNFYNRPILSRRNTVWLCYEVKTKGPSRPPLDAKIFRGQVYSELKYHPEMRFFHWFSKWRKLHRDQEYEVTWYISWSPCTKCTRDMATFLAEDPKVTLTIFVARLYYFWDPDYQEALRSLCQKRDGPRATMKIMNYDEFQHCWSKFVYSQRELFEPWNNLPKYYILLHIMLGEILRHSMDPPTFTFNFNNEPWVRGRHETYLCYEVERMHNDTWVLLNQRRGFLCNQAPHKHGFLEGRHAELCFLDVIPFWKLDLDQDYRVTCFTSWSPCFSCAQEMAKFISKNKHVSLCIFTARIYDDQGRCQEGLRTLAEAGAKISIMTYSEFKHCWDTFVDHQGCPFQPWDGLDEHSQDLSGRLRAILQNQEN
mIAP inh: mouse IAP inhibition. inhibition, % at 10 µM. hit rate 0.2% among 330,000. purified mouse IAP, CDP-Star luminescence, 30 min. AID 2806;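 active = inhibition of at least 40% at 10 µM in the primary screen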;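 also: plate controls were DMSO with enzyme for no effect and no enzyme wells for full effect; values of inactives mirror those of a sister screen read the other way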
MIN6 prolif: MIN6 beta-cell proliferation induction | MIN6 cells proliferation, ATPlite luminescence, 48 h; cells starved in 0.2% serum; 100% = growth in 10% serum | proliferation, % at 10 µM | hit rate 0.29% among 330,000 | AID 2380;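 active = compounds whose signal lies at least 3.5 SD above the mean of all wells on their plate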;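 also: 0% = DMSO-treated cells in low-serum medium and 100% = 10% serum control; some compounds called inactive have numbers as strong as hits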
hIAP activ: human IAP activation | P09923 | purified human IAP, CDP-Star luminescence, 30 min; hits give high values; 1 = vehicle-only enzyme, 0 = enzyme-free background | activation factor at 10 µM | hit rate 0.16% among 330,000 | AID 2524;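 active = activation factor of the enzyme at least 2-fold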; also: the source names both 10 and 20 µM as test concentration; values of inactives mirror those of a sister screen read the other way
mIAP act: mouse IAP activation; muIAP, CDP-Star luminescence, 30 min; hits give high values; 1 = vehicle-only enzyme signal, 0 = enzyme-free wells; activation factor at 10 µM; hit rate 0.24% among 330,000; AID 2805;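 active = activation factor of at least 2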; also: the source names both 10 and 20 µM as test concentration; values of inactives mirror those of a sister screen read the other way
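System: mouse IAP enzyme. Reagent: CDP-Star chemiluminescent phosphatase substrate. Benchmarks: DMSO wells, no-enzyme wells. Times: 30 min enzyme-substrate-compound incubation at room temperature. Detection: luminescence from enzymatic CDP-Star hydrolysis. Doses: test compounds delivered from DMSO solution.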
ATG4B inh: inhibitors of human ATG4B cysteine protease | Q9Y4P1 | ATG4B cleavage of LC3-PLA2, NBD-HPC fluorescence, 1 h | inhibition, % at 8.33 µM | hit rate 0.51% among 340,000; in the data active = inhibition above about 40%
* marks the source's active call; other numbers are inactive results; . = not tested or not shown.

The line under a structure holds: hIAP block, mIAP inh, A3A deaminase, mIAP act, hIAP activ, ATG4B inh, MIN6 prolif, A3G deaminase, MPTP inh
- O=[N+]([O-])c1ccccc1CNC(Cc1ccccc1)c1ccccc1 (stereo not given)
    17, 6, -5, 0.94, 0.83, 8, -1, -10, 3.1
- O=C(CSc1nnc2c(n1)[nH]c1ccc(F)cc12)NCc1ccc(F)cc1
    -20, 16, 11, 0.84, 1.2, -4, 0, 28, -1.2
- CC(C)c1ccccc1NC(=S)NCc1nc2ccccc2[nH]1
    -47, -6, 0, 1.1, 1.5, 3, -2, -13, -3.2
- CCOC(=O)[C@H]1[C@H]2COc3ccc(Br)cc3[C@@H]2N2C(=O)N(c3ccccc3)C(=O)[C@@]12C
    -8, -7, -4, 1.1, 1.1, 4, -3, -6, 1.1
- O=[N+]([O-])c1ccc(N/N=C2\CC3CC=CC23)c([N+](=O)[O-])c1 (stereo not given)
    3, 5, 9, 0.95, 0.97, 3, -7, 5, 92*
- COc1ccc(OC)c(-n2c(SCC(=O)NCc3ccco3)nnc2-c2c[nH]c3ccccc23)c1
    5, -23, -6, 1.2, 0.95, -6, 12, -2, 1.1
- COc1cc(S(=O)(=O)NCCc2ccc3c(c2)OCO3)ccc1-n1cnnn1
    9, -7, 2, 1.1, 0.91, 4, -2, 3, -0.1
- Cc1cc(SCC(=O)OCC(=O)NCC2CCCO2)c(C)cc1Br (stereo not given)
    -10, 5, 0, 0.95, 1.1, -8, -2, 8, 0.9
- O=C(Cc1ccc(Br)c2ccccc12)N/N=C/c1ccccn1
    -35, -11, 2, 1.1, 1.4, -9, -6, -9, 6.2
- COc1cccc2cc(C(=O)N3CCc4ccccc4C3)c(=O)oc12
    -14, 1, -2, 0.99, 1.1, -1, -3, -8, -7.0
- COc1cc2nc(Nc3ccc(C)c(C)c3)nc(N)c2cc1OC
    -17, 0, 0, 1, 1.2, -23, -7, -7, -2.2
- O=CC(=O)c1ccccc1
    7, -3, -4, 1, 0.93, 3, 1, -12, -0.9
- COCCNCC(=O)N1c2ccccc2Sc2ccccc21
    -21, 1, -6, 0.99, 1.2, 4, -2, -5, -0.7
- Cc1ccc(C)c(C(=O)CSc2nc(N)cc(=O)[nH]2)c1
    -12, -5, -5, 1, 1.1, 4, -1, 0, 0.9
- C=CCNC(=O)c1ccccc1S(=O)c1ccccc1C#N (stereo not given)
    1, 9, -2, 0.91, 0.99, -2, -1, -2, -3.8
- Cn1c(N2CCOCC2)c(C=O)c2ccccc21
    6, -11, -4, 1.1, 0.94, -6, 0, -6, -0.1
- CC(=O)N1CC(=O)N=C1SCC(=O)Nc1nc(-c2ccccc2)c(-c2ccccc2)s1
    15, 14, 0, 0.86, 0.85, 15, 0, -4, -0.5
- Cc1c(CCO)sc[n+]1CC(=O)OC12CC3CC(CC(C3)C1)C2
    10, 11, -2, 0.89, 0.9, -1, 0, -2, -0.8
- COc1ccccc1N1CCN(C(=O)CCNS(=O)(=O)c2ccc3c(c2)CCC(=O)N3)CC1
    -6, 0, 0, 1, 1.1, 0, -1, -9, 1.2
- CCOC(=O)CCCNC(=O)COC(=O)CCC(=O)c1ccc(F)cc1
    20, 1, -2, 0.99, 0.8, -7, 2, -4, 0.2
- COc1ccc(/C=N/Nc2nncc3ccccc23)cc1
    4, 4, -2, 0.96, 0.95, -6, -6, 4, 1.7
- Cc1ccc(S(=O)(=O)NCc2ccc(C(=O)NC3CCCCC3)cc2)cc1
    -19, -9, -4, 1.1, 1.2, -3, 2, -5, -0.3
- Cc1cccc(CN2CCN(CC(=O)NCCCN3CCCC3=O)C2=O)c1
    -15, -8, -9, 1.1, 1.1, 7, 0, -5, -1.8
- CCc1ccc2[nH]cc(C(=O)N3CCCCCC3)c(=O)c2c1
    -5, 9, 0, 0.91, 1, 1, -1, 0, -0.3
- CCOC(=O)C(NC(C)=O)(NS(=O)(=O)c1ccccc1)C(F)(F)F (stereo not given)
    3, -1, -2, 1, 0.97, -1, -2, 0, 0.9
- COc1ccnc(Nc2cccc(C)c2)c1C#N
    1, 4, 6, 0.96, 0.99, 12, -2, 4, 1.0
- CC(C)(C)N=C(NS(=O)(=O)c1cccs1)c1ccccc1
    -10, -3, 0, 1, 1.1, -4, 1, -8, 0.9
- CN(C)CCN1CCc2ccccc21
    -6, 22, -2, 0.78, 1.1, -5, -2, -4, -1.2
- CCn1cc(Br)c(C(=O)Nc2sc3c(c2C(N)=O)CCCC3)n1
    -36, 4, -4, 0.96, 1.4, 1, -4, -8, -0.3
- O=C(NCc1n[nH]c(=O)c2ccccc12)C1CC(=O)N(c2ccc(Cl)cc2)C1 (stereo not given)
    -8, 1, -4, 0.99, 1.1, -3, -1, -5, -1.2

Shown as a hit in MPTP inh, of those listed so far:
| SMILES | hIAP block | mIAP inh | A3A deaminase | mIAP act | hIAP activ | ATG4B inh | A3G deaminase | MPTP inh |
| --- | --- | --- | --- | --- | --- | --- | --- | --- |
| O=[N+]([O-])c1ccc(N/N=C2\CC3CC=CC23)c([N+](=O)[O-])c1 (stereo not given) | 3 | 5 | 9 | 0.95 | 0.97 | 3 | 5 | 92* |

One compound at a time, from the list above. Order of screens: hIAP block | mIAP inh | A3A deaminase | mIAP act | hIAP activ | ATG4B inh | MIN6 prolif | A3G deaminase | MPTP inh
COc1ccc(OC)c(-n2c(SCC(=O)NCc3ccco3)nnc2-c2c[nH]c3ccccc23)c1 is entered as 5 | -23 | -6 | 1.2 | 0.95 | -6 | 12 | -2 | 1.1
Cn1c(N2CCOCC2)c(C=O)c2ccccc21 is entered as 6 | -11 | -4 | 1.1 | 0.94 | -6 | 0 | -6 | -0.1

(next part)
The line under a structure holds: hIAP block, mIAP inh, A3A deaminase, mIAP act, hIAP activ, ATG4B inh, MIN6 prolif, A3G deaminase, MPTP inh
- Cn1cc(CN2CCC(C(O)CCc3ccccc3)CC2)c(-c2ccccc2F)n1 (stereo not given)
    8, 4, -3, 0.96, 0.92, -1, 12*, -3, -0.5
- O=c1[nH]c(=O)n(Cc2ccc(Oc3ccccc3)cc2)cc1Br
    14, -2, 0, 1, 0.86, ., 1, -4, 0.5
- CCCN1C(=O)c2cc(C(=O)Nc3ccc(OC)cc3OC)ccc2C1Nc1ccc(OC)cc1OC (stereo not given)
    13, 19, -2, 0.81, 0.87, -15, 0, -5, 1.9
- Cc1cc(C(F)(F)F)nn1C(=O)c1cccnc1Cl
    -13, 2, -15, 0.97, 1.1, -12, -2, -4, -0.6
- CCN1CCN(C(=O)Cn2ncc3c([nH]c4ccc(C)cc43)c2=O)CC1
    -6, -5, -2, 1.1, 1.1, -10, -4, 15, -1.5
- COC(=O)c1[nH]c2ccc(Br)cc2c1NC(=O)Oc1ccccc1
    -4, 8, -1, 0.92, 1, -16, 0, -5, -1.3
- COc1ccc(S(=O)(=O)N2CCCCC2)cc1NC(=O)C1CCCO1 (stereo not given)
    4, -1, -2, 1, 0.96, 7, 0, -5, 1.2
- CN(C(=O)CSc1cc(C(=O)c2nccn2C)c2ccccc2n1)c1ccccc1
    9, 9, 0, 0.91, 0.91, 11, -6, -5, 0.4
- Nc1nc(N)nc(-c2cc(Cl)ccc2Cl)n1
    6, -4, -2, 1, 0.94, -5, 2, -3, 4.7
- COc1cccc(NC(=O)COC(=O)c2c(C)nn(-c3ccccc3)c2C)c1
    -10, -18, 1, 1.2, 1.1, -6, -4, -3, 0.6
- O=C1CC(N(O)c2ccccc2)C(=O)N1c1cc(Cl)cc(Cl)c1 (stereo not given)
    3, 1, -2, 0.99, 0.97, -8, -5, -1, -0.1
- Cc1occc1C(=O)N/N=C/c1ccc(Cl)c([N+](=O)[O-])c1
    -7, 5, -1, 0.95, 1.1, 3, -2, -1, 0.9
- Cc1ccc(NC(=S)N2CCN(S(=O)(=O)c3ccccc3)CC2)cc1C
    -24, -8, -4, 1.1, 1.2, 0, 2, -6, -0.9
- CC(=O)Nc1nnc(SCc2ccc(C(=O)Nc3ccccc3F)cc2)s1
    3, 1, 48*, 0.99, 0.97, -1, 4, 19, -0.8
- O=C(CCn1c(=O)c2cccn2c2ccccc21)Nc1ccc(F)cc1
    -2, -14, 1, 1.1, 1, 0, 1, 4, -1.2
- O=C(CN1CCCCC1)Nc1nnc(-c2ccc([N+](=O)[O-])cc2)s1
    6, 13, 0, 0.87, 0.94, 6, -2, -1, -8.2
- COc1ccccc1NC(=O)c1cc2n(n1)C(C(F)(F)F)CC(c1ccc3c(c1)OCO3)N2 (stereo not given)
    -32, -7, 3, 1.1, 1.3, -3, -6, -1, -4.5
- O=C(COC(=O)c1ccccc1O)NCc1ccco1
    -7, -3, 33, 1, 1.1, -2, 0, 21, -1.3
- Cc1nnc2ccc(-c3ccc(NC(=O)Cc4cccs4)cc3)nn12
    2, 7, 10, 0.93, 0.98, -2, 1, 6, 2.3
- CCOC(=O)C1=C(O)/C(=C\c2ccc(OC)c(OC)c2)N=C1C
    7, 5, -2, 0.95, 0.93, -8, 3, -4, -1.6
- CN1CCN(c2ccc(NC(=O)c3cc([N+](=O)[O-])ccc3N3CCOCC3)cc2)CC1
    20, 6, -3, 0.94, 0.8, -2, -3, -7, -2.2
- CC(C)CN1CCC(=O)N([C@H](CO)c2ccccc2)CC1
    7, -5, -4, 1.1, 0.93, -11, 0, -13, .
- O=C(NC(=S)Nc1cccc(NC(=S)NC(=O)c2ccco2)n1)c1ccco1
    -8, 17, -1, 0.83, 1.1, 4, -2, -7, 0.1
- CC(=O)Oc1ccc2ccccc2c1C(NC(=O)Cc1ccccc1)c1ccccc1 (stereo not given)
    -9, -9, -2, 1.1, 1.1, -8, -5, -5, 11
- Cc1ccc(C(=O)N[C@H](C(=O)Nc2ccc(N3CCOCC3)cc2)C(C)C)cc1
    6, 8, -8, 0.92, 0.94, -5, -3, -12, 2.1
- CCCCNC(=O)CN1CCN(Cc2ccc3cc(OC)ccc3c2)CC1
    -1, 5, -5, 0.95, 1, 1, 1, -8, 1.0
- Cc1cc(C)c2nc(C)cc(Nc3ccc(C(=O)N(C)C)cc3)c2c1
    6, -8, -1, 1.1, 0.94, -9, -3, -6, .
- O=C(NCCCNC(=O)c1ccco1)c1ccc(Cl)cc1
    -7, -3, 0, 1, 1.1, 3, -1, -7, -1.1
- O=C(Nc1ccccc1)/C(=C/c1ccc(O)cc1)NC(=O)c1ccco1
    23, 7, -5, 0.93, 0.77, 0, 0, -13, -0.5
- COc1ccc(C(=O)COC(=O)c2sc(C)nc2C)cc1F
    -16, 2, -1, 0.98, 1.2, -4, -1, -8, -0.7

Screening data: PubChem BioAssay, Sanford-Burnham Center for Chemical Genomics
